BRCA1 expr act – qHTS Assay to Identify Small Molecule Activators of BRCA1 Expression | actives 1.1% (n = 380,000) | Potency, µM (highest dose often 46.1 µM), without a hit: top-dose activation, usual class: activators | MCF7-BRCA1-FFLuc reporter, luminescence, 48 h; response scale: scaled: vehicle 0%, 10 µM genistein 100% | AID 624202, 2012; also: nearly all actives have a fitted effect of over 80% in size; some results filed as inactive show a strong effect at the top dose
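48 h compound treatment of MCF7-BRCA1-FFLuc cells (phenol-red free MEM, 37 °C), then 15 min with luciferase substrate and luminescence imaging.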
p53 reactivation – qHTS assay for re-activators of p53 using a Luc reporter; actives 0.063% (n = 320,000); Potency, µM (top dose mostly 92.2 µM), for the others: top-dose activity change, positive = activation, usual class: activators; H1299 p53-A138V BP100-luciferase reporter, luminescence, 24 h; AID 504706, 2011; also: % of control where 0% means no effect; nearly all actives have a fitted effect of over 45% in size
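p53-null H1299 cells stably carrying temperature-sensitive p53-A138V and a BP100-luciferase reporter were pinned with compounds (4-point, 1:5 series) and held 24 hrs at 37 deg C. Luminescence was read 10 min after detection reagent.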
VP16 counter – VP16 counterscreen qHTS for inhibitors of ROR gamma transcriptional activity; Potency, µM (titrated, usually from 53.6 µM), for inactives: top-dose activity, negative = inhibition, usual class: inhibitors; actives 3.5% (n = 310,000); Drosophila S2 Gal4-VP16 UAS-luciferase, luminescence, 20 h;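 also: Gal4-VP16 expression switched on by copper sulfate through the metallothionein promoter; % is scaled to controls: 0 for no effect and ±100 for the full control effect; nearly all actives have a fitted effect of over 50% in size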
ELG1 genotox – qHTS screen for small molecules that induce genotoxicity in human embryonic kidney (HEK293T) cells expressing luciferase-tagged ELG1; actives 1.3% (n = 330,000); HEK293T ELG1-luciferase reporter, luminescence, 16 h; AID 504466, 2011; Potency, µM (top dose mostly 46 µM), for inactives: at the highest dose activity change, positive = activation, usual class: activators; also: % of control where 0% means no effect; nearly all actives have a fitted effect of over 60% in size
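After overnight (16 hr) compound treatment at 37 °C, ELG1-luciferase HEK293T cells were lysed with ONE-Glo; luminescence quantified 30 min later at room temperature.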
NPC1 promoter act – qHTS Assay for NPC1 Promoter Activators | Huh7 NPC1 promoter luciferase reporter, 24 h | Potency, µM (titrated, usually from 9.22 µM), without a hit: at the highest dose activation, usual class: activators | actives 2.4% (n = 320,000) | AID 485313, 2010;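 also: % of control where 0% means no effect; nearly all actives have a fitted effect of over 60% in size; reporter is driven by a mutant NPC1 promoter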
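Huh7 cells stably carrying NPC1 promoter–luciferase, plated in Opti-MEM with 10% FBS for 2 h, were exposed to compound in DMSO for 24 h at 37 °C; luciferase reagent was added for 10 min and luminescence read.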
FLuc modulator – qHTS profiling assay for firefly luciferase inhibitor/activator using purifed enzyme and Km concentrations of substrates (counterscreen for miR-21 project); Luciferin 4-monooxygenase (Photinus pyralis), P08659; purified FLuc, Km substrates, luminescence inhibition; Potency, µM (doses to about 57.5 µM), inactives show top-dose activity change, negative = inhibition, actives largely listed as inhibitors; actives 6.9% (n = 360,000);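 also: plate controls were vehicle for no effect and reference inhibitor for full effect; nearly all actives have a fitted effect of over 55% in size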
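Biochemical qHTS of compounds, final roughly 60 µM downward over six points, against 10 nM purified firefly luciferase using Km concentrations of substrates (10 uM D-luciferin, 10 uM ATP) in Tris acetate pH 7.5 buffer; luminescence output.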
Rab9 prom act – qHTS Assay for Rab9 Promoter Activators | Potency, µM (series often up to 9.22 µM), for inactives: at the top dose activation, negative = inhibition, usual class: activators | actives 2.8% (n = 320,000) | AID 485297, 2010 | Huh7 Rab9 promoter-luciferase reporter, luminescence, 24 h; also: % of control where 0% means no effect; nearly all actives have a fitted effect of over 60% in size
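Promoter activation is measured as luciferase luminescence in Huh7 cells stably transfected with a Rab9 promoter–luciferase construct, following 24 h compound exposure at 37 °C and 10 min reagent incubation at ambient temperature.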
MBNL1 CUG block – qHTS Assay for Inhibitors of MBNL1-poly(CUG) RNA binding; Potency, µM (titrated, usually from 57.5 µM), without a hit: at the top dose activity change, negative = inhibition, most hits filed as inhibitors; Muscleblind-like protein 1 (Homo sapiens), Q9NR56; actives 0.036% (n = 280,000); TR-FRET MBNL1-His/biotin-(CUG)12 binding, 665/545 ratio; active = well fitted inhibition curve with a large enough effect in the signal ratio, with a control signal flat, not every such curve was filed as active; inconclusive = small, poorly fitted or top-dose-only effect, or effect the other way, or a change in a side signal; inactive = no such curve, though single readings can be large or run the other way; the % refers to the signal ratio; also: % is scaled to controls: 0 for no effect and ±100 for the full control effect
Target sequence (Q9NR56 whole entry, looked up): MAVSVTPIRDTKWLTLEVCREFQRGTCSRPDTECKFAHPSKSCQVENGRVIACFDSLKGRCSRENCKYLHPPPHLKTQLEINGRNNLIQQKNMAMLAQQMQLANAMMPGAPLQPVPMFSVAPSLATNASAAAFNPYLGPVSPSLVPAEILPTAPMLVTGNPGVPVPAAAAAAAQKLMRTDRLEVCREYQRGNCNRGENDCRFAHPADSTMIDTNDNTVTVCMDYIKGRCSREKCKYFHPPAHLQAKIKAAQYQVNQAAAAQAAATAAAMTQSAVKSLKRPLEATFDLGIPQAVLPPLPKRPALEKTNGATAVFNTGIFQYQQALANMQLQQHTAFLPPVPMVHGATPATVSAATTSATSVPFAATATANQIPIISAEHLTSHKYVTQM
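Compound titration spanned 92 nM–58 uM against the MBNL1-His/biotin-(CUG)12 complex. After 60 min at room temperature with 5 nM streptavidin-XL665 and 0.055 ng/ul terbium anti-His, ratiometric 665/545 nm emission (Ex 340 nm) normalized to controls.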
RORgamma inh – qHTS for inhibitors of ROR gamma transcriptional activity. Potency, µM (highest dose often 53.6 µM), without a hit: at the highest dose activity change, negative = inhibition, most hits filed as inhibitors. actives 5.4% (n = 310,000). AID 2551, 2010. Nuclear receptor ROR-gamma (Mus musculus), P51450. Drosophila S2 Gal4-RORgamma UAS-luciferase reporter, 20 h; also: % is scaled to controls: 0 for no effect and ±100 for the full control effect; nearly all actives have a fitted effect of over 60% in size
Target sequence (P51450 whole entry, looked up, the tested form may be a part): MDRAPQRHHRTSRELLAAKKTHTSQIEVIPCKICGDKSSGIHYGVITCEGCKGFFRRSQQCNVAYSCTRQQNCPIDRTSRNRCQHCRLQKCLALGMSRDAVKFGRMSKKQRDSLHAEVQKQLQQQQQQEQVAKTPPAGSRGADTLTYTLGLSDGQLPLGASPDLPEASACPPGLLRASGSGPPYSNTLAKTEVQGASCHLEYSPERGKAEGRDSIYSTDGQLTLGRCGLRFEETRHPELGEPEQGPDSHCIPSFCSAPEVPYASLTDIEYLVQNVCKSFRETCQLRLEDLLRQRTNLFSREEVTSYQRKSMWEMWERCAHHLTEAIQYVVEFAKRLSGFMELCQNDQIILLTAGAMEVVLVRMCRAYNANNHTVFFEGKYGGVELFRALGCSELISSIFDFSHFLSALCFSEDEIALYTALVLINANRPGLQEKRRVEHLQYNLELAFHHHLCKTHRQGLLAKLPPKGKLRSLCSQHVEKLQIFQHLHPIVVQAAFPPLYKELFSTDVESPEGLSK
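Stably transfected Drosophila Schneider cells are the test system, with ROR gamma fused to Gal4 and luciferase under UAS control; luminescence is read after 20 hr of 700 uM copper sulfate induction at ambient temperature.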
uPA generation – qHTS for Inhibitors of Cell Surface uPA Generation; cell surface uPA generation assay, qHTS; actives 0.31% (n = 330,000); Potency, µM (top dose mostly 38.3 µM), for the others: at the top dose activity change, negative = inhibition, usual class: inhibitors; AID 540303, 2011; active = well fitted inhibition curve with a large enough effect; inconclusive = small, poorly fitted or top-dose-only effect; inactive = no such curve, though single readings can be large or run the other way; tested in mouse RAW 264.7 cells; also: % is scaled to controls: 0 for no effect and ±100 for the full control effect; nearly all actives have a fitted effect of over 55% in size
An asterisk follows results filed as active; ? = inconclusive; nt = not tested or not shown; & = joins results of further samples; [ ] = dose if it differs, or a comment. Unless noted, calls follow the shape of the dose curve; as a rule, active = well fitted curve in the direction sought with a large enough effect; inconclusive = small, poorly fitted or top-dose-only effect, or another doubt; inactive = no such curve, though single readings can be large; an effect the other way counts as inactive or inconclusive. Potency is read from the fitted curve at half-maximal effect. Rows are unselected. Share with any hit: about 13%.

SMILES	BRCA1 expr act	p53 reactivation	VP16 counter	ELG1 genotox	NPC1 promoter act	FLuc modulator	Rab9 prom act	MBNL1 CUG block	RORgamma inh	uPA generation
O=C(O)C(Cc1ccccc1)N1C(=O)/C(=C/c2cccnc2)SC1=S (stereo not drawn)	-25%	-3%	-1%	0%	?	-8%	-3%	nt	22%	-2%
O=C1CSc2ccc(C(=O)NCCc3ccc(Cl)cc3Cl)cc2N1	-5%	-2%	nt	-8%	nt	nt	nt	nt	nt	-7%
Cc1ccccc1OCCn1cc(C(=O)O)c2ccccc21	11%	-3%	?	0%	-6%	?	6%	-3%	38%	2%
CC(=O)/C=C(/C)NC(Cc1c[nH]c2ccccc12)C(=O)O (stereo not drawn)	0%&-19%	?	?	0%&1%	0%&0%	2%&-2%	-2%&1%	?	?	-2%&5%
Cc1cc(=O)[nH]c(SCC(=O)Nc2ccc(Br)cc2)c1C#N	-23%	4%	2%	-11%	-3%	3%	0%	-6%	?	-1%
O=C(Nc1cccc2c1CCCC2)C1CCN(c2nnnn2-c2ccccc2)CC1	-41%	13%	-8%[0.365 µM]	0%	-2%	3%	-6%	-1%	39%	1%
CCc1cccc(NC(=S)N(CCCOC(C)C)C2CCN(C(C)=O)CC2)c1	-28%	-2%	-8%	-3%	-5%	2%	-4%	-3%	-44%	-18%
Cc1ccc(N(CC(=O)N2CCN(c3ccc(F)cc3)CC2)S(=O)(=O)c2c(C)noc2C)cc1	-26%&-15%	1%	-1%	-9%	0%	-1%&-3%	-4%	-4%	40%	-4%
N[C@H]1C(O)O[C@H](CO)[C@@H](O)[C@@H]1O (stereo partly drawn)	16%	-5%	nt	-9%	-1%	-6%	2%	nt	nt	2%
COc1ccc(NC(=O)Cc2nnc(SCC(=O)NC3CCCCC3)n2C)cc1	-6%	9%	4%	0%	-1%	?	1%	-2%	-28%	2%
CCCn1nnnc1SCC(=O)N1CCCc2ccccc21	48%	?	-5%	15µM*	-5%	?	-2%	2%	36%	-1%
O=C(c1cccc(S(=O)(=O)N2CCOCC2)c1)N1CCN(c2ccc(F)cc2)CC1	10%	7%	14%	-4%	21%	0%	-1%	-4%	?	nt
CC1CCN(CC(=O)c2cccs2)CC1	38%	15%	5%	12%	14%	-17%	18%	4%	-8%	-1%
Cc1nc(NC(=O)/C=C/c2ccc(C(C)(C)C)cc2)sc1C(=O)N(C)C	-11%	-16%	12%	-7%	-3%	?	-2%	-4%	?	-4%
C=C(C)COc1ccc(-c2ncnc(C(F)(F)F)c2-c2ccc(OC)cc2)c(O)c1	-59%	8%	-16%	-4%	-2%	0%	-1%	-8%	33%	1%
OC(c1ccc(Cl)cc1)C(CN1CCOCC1)c1ccccc1 (stereo not drawn)	-14%	-8%	-10%	10%	-3%	0%	2%	2%	3%	-6%
COC(=O)c1ccc(Nc2nc(N3CCOCC3)nc(N3CCOCC3)n2)cc1	-12%	2%	-2%	0%	-9%	0%	-9%	1%	1%	10%
CCSc1nc2ccccc2n1Cc1nc(N)nc(N(C)C)n1	-11%	-7%	-9%	2%	-1%	5%	2%	-7%	0%	-7%
CC1CCN(CC(=O)N2CCc3ccccc32)CC1	52%	-11%	-8%	2%	19%	-2%	5%	4%	7%	-9%
NS(=O)(=O)c1ccc(CCNC(=O)C2(S(=O)(=O)c3ccc(Cl)cc3)CC2)cc1	2%	-2%	-4%	-4%	-1%	-1%	-2%	4%	7%	-1%
CC(C)c1cc2c(c(O)c1O)[C@@]13CCCC(C)(C)C1CC2OC3=O (stereo partly drawn)	-65%	nt	?	1%	1%	?	2%	-4%	14µM*	-17%
COc1ccc(NC2CCCN(C(=O)CCCn3cncn3)C2)cc1 (stereo not drawn)	nt	-6%	0%	-4%	1%	2%	2%	2%	1%	nt
Cn1ncc([N+](=O)[O-])c1C(=O)Nc1ccc(-c2nc3ccccc3o2)cc1	94%	18%	-6%	7%	2%	-9%	?	nt	28%	1%
CCc1cccc(N(C(=O)c2csnn2)C(C(=O)NC(C)(C)CC)c2ccccn2)c1 (stereo not drawn)	1%	-4%	5%	-12%	-3%	-3%	15%	-11%	25%	9%
O=C(c1ccc(Cl)c(Cl)c1)N1CCC(=O)N(C(COCc2cccc(Cl)c2)Cc2ccccc2)CC1 (stereo not drawn)	-67%	-6%	-12%	-10%	-22%	2%	-27%	?	?	?
Cc1cc(C)cc(OCC(=O)Nc2ccccc2C(=O)N2CCOCC2)c1	-8%	-7%	3%	-7%	2%	1%	26%	2%	0%	0%
Cn1c(Cc2ccccc2)[n+](C)c2ccccc21	-42%	21%	-5%	-9%	-1%	1%	0%	-1%	-25%	-2%
O=C(NCc1ccccc1)C1=C[C@H](c2ccc(C(F)(F)F)cc2)C[C@H](OCc2ccc(CO)cc2)O1	-2%	-4%	14%	-7%	-1%	3%	1%	14%	?	1%
O=[N+]([O-])c1cc2c(cc1/C=N/n1c(-c3ccccn3)n[nH]c1=S)OCO2	-12%	3%	-2%	-1%	-5%	7%	1%	nt	-16%[10 µM]	-2%
Cc1ccc(-n2nnc3c(=O)oc4ccccc4c32)cc1	-83%[inhibitor]	2%	-3%	0%	-1%	-3%	1%	-13%	?	10%
COc1cccc(C(=O)OCC(=O)c2c(N)n(C)c(=O)n(C)c2=O)c1	2%	5%	nt	3%	-1%	nt	1%	nt	nt	10%
O=C(CSC1CC(=O)N(CCc2ccccc2)C1=O)Nc1ccc(Cl)cc1 (stereo not drawn)	-10%	-2%	-8%	4%	-1%	-1%	-3%	nt	-11%	-3%
Cc1cc(NCCCN(C)C)n2c(nc3ccccc32)c1C#N	18%	-2%	-1%	8%	-6%	4%	-5%	2%	-11%	7%
Cc1cc(CNC(=O)Cc2ccc(F)cc2)c2ccccc2n1	24%	9%	4%	-5%	3%	-9%	13%	-1%	26%	-2%
CCOCCn1c(=NC(=O)c2cc3ccccc3oc2=O)sc2cc(S(N)(=O)=O)ccc21	-2%	4%	-15%	-1%	1%	0%	-2%	?	16%	3%
CCOc1ccc(NC(=O)C23CC4CC(C2)CC(c2ccccc2)(C4)C3)cc1	-36%	-2%	-2%	-12%	1%	-2%	3%	-8%	32%	1%
CCN1CCN(C(=O)C2CCN(C(=O)c3cc4sccc4n3CC)CC2)CC1	6%	-4%	-8%	-6%	2%	3%	0%	-10%	0%	-2%
COCCNc1cc(N)c([N+](=O)[O-])cc1[N+](=O)[O-]	-20%	-12%	-8%	-2%	3%	-9%	0%	?	38%	-1%
CCCCCC(=O)c1ccc(O)cc1O	?	7%	7%	13%	13%	?	2%	-8%	44%	2%
Cn1c(CC(=O)Nc2ccccc2)nnc1SCCOc1ccccc1	7%	nt	24%	nt	nt	-12%	nt	4%	-2%	3%
CCN(CC)C(=O)c1sc2nc(Cc3ccccc3)[nH]c(=O)c2c1C	0%	-2%	3%	2%	-3%	3%	1%	9%	-5%	5%
COc1ccccc1NCCC(=O)OCC(=O)NC1CC1	12%	-1%	-5%	2%	-8%	-2%	-5%	-26%	28%	0%
Cc1nn(CC(=O)NCc2ccccc2)c(=O)c2cccn12	23%	17%	1%	1%[9.26 µM]	-5%	5%	-1%	-7%	-1%	3%
Cc1ccc(CNC(=O)Cn2cnc(S(=O)(=O)N3CCCCC3)c2)o1	-4%	6%	-4%	-1%[9.26 µM]	-5%	-1%	-1%	0%	-13%	-2%
C/C(Cl)=C\Cn1c(N2CCCCCC2)nc2c1c(=O)n(C)c(=O)n2C	-1%	6%	7%	-1%	-2%	-1%	-3%	1%	11%	-4%
CCOc1ccc(-n2c(SCC)nc3c(c2=O)SCC3)cc1	0%	-11%	-1%	-1%	0%	-1%	-7%	13%	10%	0%
CCN1C(=NCCc2ccccn2)N[C@@H](c2cccc(C(F)(F)F)c2)C(C(=O)OC)=C1C	-39%&-8%	-7%	-6%	-5%	-2%	2%	-8%	4%	-8%	-21%
CCn1nc(C(=O)NCC2COc3ccccc3O2)c2ccccc2c1=O (stereo not drawn)	-1%	-7%	nt	-3%	-6%	0%	-1%	nt	nt	-27%
Oc1ccc(-c2csc(Nc3cccc4ccccc34)n2)cc1O	-25%	nt	?	4%	-7%	?	6%	7%	?	-2%
O=C(N/C(=C/c1cccc([N+](=O)[O-])c1)C(=O)N1CCCCC1)c1cccs1	-33%	-6%	5%	-3%	-3%	2%	1%	nt	?	10%
CCN(C(=O)COC(=O)c1cc(-c2ccc3cc(OC)ccc3c2)nc2ccccc12)C1CCS(=O)(=O)C1 (stereo not drawn)	nt	?	-25%	12%	0.89µM*	0.85µM*	0.35µM*	nt	?	nt

Screening data (PubChem)
